# Screening data (PubChem BioAssay)
# IDE cell activ: IDE (human) activation, cell-based; HEK cells, FAbeta-B cleavage, fluorescence polarization; 0% vehicle, 100% cell-free pure enzyme wells; P14735; 0.073% of 340,000 active; activation, % at 5.96 µM;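 active = activation above the mean of all tested compounds plus 3 SD, set per screening campaign, cut at about 17% in these data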
# IDE inh: inhibitors of human insulin-degrading enzyme in cells | HEK cells, FAbetaB cleavage, fluorescence polarization | inhibition, % at 5.59 µM | 0.41% of 320,000 active;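 active = percent inhibition above the average of all tested compounds plus 3 SD, set per screening campaign, cut at about 16% in these data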;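 note: IDE supplied by intact live HEK cells; FP after avidin binding of uncleaved biotin substrate so inhibition keeps polarization high; 0% = DMSO wells and 100% = 60 µM reference IDE inhibitor Ii1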
# Numbers without * were called inactive; nt = no result given. A portion of the library; count on the stated rates, not on these rows.
SMILES,IDE cell activ,IDE inh
CC[C@]12CC[C@H](O)CC1=CCC1C2CC[C@]2(C)C(=O)CCC12 (some centres undefined),nt,2.3
CCN1C[C@]2(COC)CC[C@H](O)[C@@]34C5C[C@H]6[C@H](O)C5[C@](O)(C[C@H]6OC)[C@@H]([C@H](OC)C23)[C@@H]14 (some centres undefined),nt,3.2
CCC/C=C(\CCC)C(NP(=O)(c1ccccc1)c1ccccc1)c1ccccc1 (centres undefined),nt,2.1
CC(C)[C@H]1CC2C3CC=C4C[C@@H](O)CC[C@]4(C)C3CC[C@]2(C)[C@H]1O (some centres undefined),nt,4.6
CCC(C(=O)Nc1ccc(Cl)cc1)N1CCCC1=O (centres undefined),nt,3.9
CCN1C[C@@]2(COC)C3[C@@H](OC)[C@H]4[C@@H]1[C@@]3(C1C[C@H]3[C@H](OC(=O)c5ccccc5)C1[C@]4(OC(C)=O)C[C@H]3OC)[C@@H](OC)C[C@H]2O (some centres undefined),nt,8.6
COc1ccc(-[n+]2c(-c3ccccc3)cc(-c3ccccc3)cc2-c2ccccc2)cc1,nt,5.8
C[N+]1(CCC(C(N)=O)(c2ccccc2)c2ccccc2)CCCCC1,nt,8.4
Cc1cc(C)c2c(ccc3cccc[n+]32)c1,nt,4.3
C[C@]12CCC3C(CC[C@H]4C[C@@H](O)CC[C@]34C)C1CC[C@@]2(O)C(F)(F)F (some centres undefined),nt,-3.6
C[C@H]1C/C=C/[C@H]2[C@H](O)[C@H](C)[C@@](C)(O)[C@H]3[C@H](Cc4ccccc4)NC(=O)[C@]32[C@H](O)/C=C/[C@](C)(O)C1,nt,-3.0
O=C(O)CNC1c2ccccc2CSc2ccccc21 (centres undefined),nt,-3.6
CCOC(=O)C1=C(C)c2ccccc2OC1(C(=O)OCC)c1ccccc1 (centres undefined),6.0,nt
O=P1(c2ccccc2)Nc2ccccc2N1c1ccccc1 (centres undefined),5.0,nt
CN1C[C@H]2CON(C)[C@H]2C[C@H]1c1cccc(Br)c1,0.6,nt
CCC1(NS(=O)(=O)c2ccc(N)cc2)C(=O)N(C)C(=O)N(C)C1=O,3.0,nt
CC=C(C)C1(CCC)C(=O)NC(=S)NC1=O,1.0,nt
O=C(O)C1C2c3ccccc3C(O)C1(C(=O)O)c1ccccc12 (centres undefined),0.7,nt
CC1=C2CCC3C(CCC4=CC(=O)CCC43C)C2CC1 (centres undefined),7.4,nt
CCOC(=O)C1(c2ccccc2)Oc2ccccc2C(c2ccc(OC)cc2)=C1C(=O)OC (centres undefined),4.6,nt
CC12CCC(=O)C=C1CC(N1CC1)C1C2CCC2(C)C(O)CCC12 (centres undefined),7.8,nt
Cc1ccc(NC(=O)c2ncn(CCCNCCN3CCOCC3)n2)cc1C,0.2,nt
COc1ccc2nc3c(C)n(C)ccc-3c2c1,2.1,nt
COc1ccccc1NP1(=O)OCC(C)([N+](=O)[O-])CO1 (centres undefined),3.2,nt
O=C1CC(=O)N(Cc2ccccc2)C(=O)N1Cc1ccccc1,-1.4,nt
NNCc1ccccc1,7.8,nt
Oc1ccc(Cl)cc1Cc1ccccc1,2.6,nt
CCN(C=C1CC2C3CC=C4CC(O)CCC4(C)C3CCC2(C)C1=O)CC (centres undefined),0.0,nt
CC(=O)C1CCC2C3CC(O)C4CC(O)CCC4(C)C3CCC12C (centres undefined),0.3,nt
CSc1cccc(NP2(=O)OCC(C)([N+](=O)[O-])CO2)c1 (centres undefined),2.9,nt
CN(c1ccccc1)P(=O)(N1CC1)N1CC1,2.7,nt
Nc1ccc2ccccc2c1,-3.2,nt
C[C@H]1CCC/C=C/[C@@H]2C[C@H](O)C[C@H]2[C@@H](O)/C=C/C(=O)O1,1.6,nt
COC(=O)C1=C(C)NC(=S)NC1c1ccc(N(CCCl)CCCl)cc1Cl (centres undefined),-2.5,nt
O=C1CC=C2C3CC4N(CCC45c4ccccc4N1C25)CC3=CCO (centres undefined),4.0,nt
c1ccc(Nc2ccc3ccccc3c2)cc1,-0.1,nt
O=C(O)c1ccc([N+](=O)[O-])c([N+](=O)[O-])c1,3.1,nt
CC1CC(C)OP(=O)(OCCC#N)O1 (centres undefined),1.6,nt
CC1CC2C(C(O)CC3(C)C(O)CCC23)C2(C)CCC(=O)C=C12 (centres undefined),-1.8,nt
CC1(C)C(=O)CCC2C1=CCC1C2CCC2(C)C(O)CCC12 (centres undefined),3.2,nt
CC12C=CC(=O)C=C1CC(O)C1C2CCC2(C)C1CCC2(C)O (centres undefined),-1.8,nt
CCCC1(CCO)C(=O)NC(=S)NC1=O,-0.5,nt
CCC1([N+](=O)[O-])COP(=O)(NCc2cccnc2)OC1 (centres undefined),5.1,nt
CC(C)(C)C1(CCO)C(=O)NC(=S)NC1=O,-1.8,nt
CCOC(=O)[C@]12Cc3cc(OC)ccc3[C@H]1N(Cc1ccccc1)C(=O)c1cc(F)c(F)cc12,1.1,nt

# The last 7 compounds of the part above lead into the next:
SMILES,IDE cell activ,IDE inh
CC1CC2C(C(O)CC3(C)C(O)CCC23)C2(C)CCC(=O)C=C12 (centres undefined),-1.8,nt
CC1(C)C(=O)CCC2C1=CCC1C2CCC2(C)C(O)CCC12 (centres undefined),3.2,nt
CC12C=CC(=O)C=C1CC(O)C1C2CCC2(C)C1CCC2(C)O (centres undefined),-1.8,nt
CCCC1(CCO)C(=O)NC(=S)NC1=O,-0.5,nt
CCC1([N+](=O)[O-])COP(=O)(NCc2cccnc2)OC1 (centres undefined),5.1,nt
CC(C)(C)C1(CCO)C(=O)NC(=S)NC1=O,-1.8,nt
CCOC(=O)[C@]12Cc3cc(OC)ccc3[C@H]1N(Cc1ccccc1)C(=O)c1cc(F)c(F)cc12,1.1,nt
CCC1(CC)C(=O)NC(=O)N(c2ccccc2)C1=O,-0.9,nt
CCC1(CC)C(=O)NC(=O)N(CCc2ccccn2)C1=O,2.7,nt
COP(=S)(OC)SCn1nnc2ccccc2c1=O,-5.3,nt
CC(C)(C)C(=O)N1Cc2ccccc2-n2nncc2C1,0.2,nt
CCOC(=O)CC(SP1(=S)OCC2(CCCCC2)CO1)C(=O)OCC (centres undefined),2.9,nt
CCOc1ccc(-c2cc(C(=O)N3CCC4(CC3)OCCO4)c3ccccc3n2)cc1,-1.6,nt
c1ccc(N2C3C4CC(C5CCCC54)C32)cc1 (centres undefined),2.2,nt
O=c1ccc2cc(O[C@@H]3O[C@H](CO)[C@@H](O)[C@H](O)[C@H]3O)c(O)cc2o1,3.9,nt
CC12CCC3C(CCC4CC(=O)CCC43C)C1CC(=NO)C2=O (centres undefined),2.3,nt
CCC1CN1P1(=O)OCC(C)([N+](=O)[O-])CO1 (centres undefined),4.8,nt
CC1=C(O)C(=O)C=C2C1=CC=C1C2(C)CCC2(C)C3CC(C)(C(=O)O)CCC3(C)CCC12C (centres undefined),-17.0,nt
CC(=O)OC1CC(OC2C(O)CC(OC3C(O)CC(OC4CCC5(C)C(CCC6C5CC(O)C5(C)C(C7=CC(=O)OC7)CCC65O)C4)OC3C)OC2C)OC(C)C1OC1OC(CO)C(O)C(O)C1O (centres undefined),0.7,nt
CC(=O)OC1C(O)C(C)OC(OC2C(OC(=O)C3CCC4C(C3)OC3(CC(OC(=O)/C=C/c5ccccc5)C(C)CO3)C43CO3)OC(C)C(O)C2OC(C)=O)C1O (centres undefined),6.3,nt
COc1cc(C2(C#N)CCN(C)CC2)cc(OC)c1OC,-4.2,nt
Cc1cccc(N=C2c3cc([N+](=O)[O-])ccc3-c3c2cc([N+](=O)[O-])cc3[N+](=O)[O-])c1,5.7,nt
C=CCOC(=O)C1C(C(=O)O)C2(Cl)C(Cl)=C(Cl)C1(Cl)C2(Cl)Cl (centres undefined),-1.9,nt
CCCCCC1(C(C)C)C(=O)NC(=S)NC1=O,4.1,nt
CC12CCC(=O)C=C1CCC1C2CCC2(C)C1CCC2(O)CC#N (centres undefined),-4.4,nt
Cn1cc(C(=O)OCC(=O)Nc2ccccc2Cl)c2ccccc21,2.1,nt
CC(OC(=O)c1cn(C)c2ccccc12)C(=O)N(C)c1ccccc1 (centres undefined),0.0,nt
CCCCC1C(=O)NC(=S)N(C)C1=O (centres undefined),-2.9,nt
CCC1CN1P(=O)(Oc1ccc(Cl)cc1)N1CC1CC (centres undefined),1.2,nt
c1ccc(C2c3ccccc3-n3nncc3CN2CC2CCCCC2)cc1 (centres undefined),-3.9,nt
CC12CCC(=O)C=C1C=CC1C2CCC2(C)C(O)CCC12 (centres undefined),1.2,nt
C=CCC1(CCCCC)C(=O)NC(=S)NC1=O,1.6,nt
NS(=O)(=O)c1nc[nH]c1[N+](=O)[O-],6.1,nt
COC(=O)C1=C(C(=O)OC)C2OC1c1cc3ccccc3cc12,-11.0,nt
COC[C@H]1OC(=O)c2coc3c2[C@@]1(C)C1=C(C3=O)[C@@H]2CCC(=O)[C@@]2(C)C[C@H]1OC(C)=O,4.6,nt
O=C(c1ccccc1)C(Cc1ccccc1)N1CCOCC1 (centres undefined),1.0,nt
ClCCN1CCSCC1,1.8,nt
COc1cc2c(c(OC)c1OC)-c1ccc(SC)c(=O)cc1C(NC(C)=O)CC2 (centres undefined),0.4,nt
C[C@]12CC[C@@H](O)CC1=CCC1C2CC[C@@]2(C)C1C[C@@H](F)[C@H]2O (some centres undefined),3.0,nt
CC(=O)C1C(N2CC2)CC2C3CCC4=CC(=O)CCC4(C)C3CCC21C (centres undefined),-0.4,nt
O=C1C=CC(=O)C2C1C1(Cl)C(Cl)=C(Cl)C2(Cl)C1(Cl)Cl (centres undefined),4.1,nt
Cc1ccccc1C(=O)N1Cc2cnnn2-c2ccccc2C1C#N (centres undefined),-1.8,nt
O=P(NC1CCCCC1)(Oc1ccccc1)Oc1ccccc1,3.2,nt
Nc1ccc(Cc2ccc(N)cc2)cc1,-4.8,nt
COC(=O)NC(=S)Nc1ccccc1NC(=S)NC(=O)OC,4.3,nt
CC12CCC3C(CCC4(O)CC(O)CCC34C=NO)C1(O)CCC2C1=COC(=O)C1 (centres undefined),3.4,nt
CC(=O)O[C@H]1C[C@@H]2OC3C=C(C)CCC3(C)[C@@]1(C)[C@@]21CO1 (some centres undefined),3.7,nt
C[C@]12CCCCC1=CC(=O)C1C2CC[C@@]2(C)C1C[C@@H](F)[C@@H]2O (some centres undefined),1.9,nt
CS(=O)(=O)N1Cc2cnnn2-c2ccccc2C1C#N (centres undefined),-0.8,nt
N[C@H](CO)Cc1ccccc1,1.9,nt
CCOC(=O)C1C(OC(=O)c2ccccc2)CC2CCC1N2C (centres undefined),2.3,nt
CCOC(=O)[C@]12Cc3ccsc3[C@H]1N(Cc1ccccc1)C(=O)c1ccccc12,-3.2,nt
CC12C=CC(=O)CC1CCC1C2CCC2(C)C(O)C(O)CC12 (centres undefined),3.8,nt
CN(C)c1ccc([N+](=O)[O-])c([N+](=O)[O-])c1,6.8,nt
C=CCCC1(CC(C)C)C(=O)NC(=S)NC1=O,4.0,nt
CC[C@@H](CO)NC(=O)[C@@H]1C=C2c3cccc4[nH]cc(c34)C[C@H]2N(C)C1,3.8,nt
CC(=O)C1CCC2(O)C3CCC4=CC(=O)CCC4(C)C3CCC12C (centres undefined),0.6,nt
CC1([N+](=O)[O-])COP(=O)(NCc2cccnc2)OC1 (centres undefined),-1.9,nt
O=C(NN=Cc1ccc(N(CCCl)CCCl)cc1)c1cc(=O)[nH]c(=O)[nH]1,3.4,nt
CCCC1CCCCC12C(=O)NC(=O)NC2=O (centres undefined),1.9,nt
COc1ccc(CC2C(=O)NC(C)C(=O)N(C)C3C(=O)N(C)C(Cc4ccc(O)c(c4)Oc4ccc(cc4)C3O)C(=O)NC(C)C(=O)NC(C)C(=O)N2C)cc1 (centres undefined),7.0,nt
C=C1C(=O)OC2CC(C)C3C=CC(=O)C3(C)C(O)C12 (centres undefined),-3.9,nt
CC1(O)CCC2C3CCC4=CC(=O)CCC4=C3C=CC21C (centres undefined),1.4,nt
COC1/C=C/C=C(\C)Cc2cc(O)c(Cl)c(c2)N(C)C(=O)CC(OC(=O)C(C)C)C2(C)OC2C(C)C2CC1(O)NC(=O)O2 (centres undefined),0.6,nt
CC12CC(=O)C3C(CCC4CC(=O)C=CC43C)C1CCC2=O (centres undefined),-3.8,nt
CC12CC(O)C3C(CCC4=CC(=O)CCC43C)C1CCC2=O (centres undefined),3.2,nt
C[C@@H]1C(=O)O[C@H]2[C@H](O)[C@]34[C@@H]5OC(=O)[C@]3(OC3OC(=O)[C@H](O)C34[C@H](C(C)(C)C)[C@@H]5O)[C@@]12O (some centres undefined),6.6,nt

# Compound profiles, as listed above.
# `CC12CCC(=O)C=C1CC(N1CC1)C1C2CCC2(C)C(O)CCC12` (centres undefined) is listed as IDE cell activ = 7.8; IDE inh = nt
# `COc1ccc(-[n+]2c(-c3ccccc3)cc(-c3ccccc3)cc2-c2ccccc2)cc1` is listed as IDE cell activ = nt; IDE inh = 5.8
# `CC[C@@H](CO)NC(=O)[C@@H]1C=C2c3cccc4[nH]cc(c34)C[C@H]2N(C)C1` is listed as IDE cell activ = 3.8; IDE inh = nt

# Continued.
SMILES,IDE cell activ,IDE inh
O=C(Nc1cccc(Cl)c1)OCC#CCN1CCCC1,1.9,nt
C=CCC1(CC)C(=O)NC(=S)NC1=O,3.5,nt
COc1ccc(CC(=O)C2C(=O)N(C)c3ccccc32)cc1OC (centres undefined),7.9,nt
CCOC(=O)c1cnc(N2CC2)nc1N,5.0,nt
COc1ccc(-c2ccc3n2Cc2cnnn2-c2ccccc2-3)cc1,-1.9,nt
Clc1ccc(C[n+]2c(-c3ccccc3)cc(-c3ccccc3)cc2-c2ccccc2)cc1,0.5,-0.9
